# NOD2 inhibition – NOD2 signaling inhibitors, cell-based, luminescence, uHTS, HEK293 (AID 1566); 0.63% of 290,000 active; HEK293 NOD2/NF-kB luciferase reporter, luminescence; higher % means a stronger effect; one-dose inhibition, % at 4 µM; EC50 in µM for titrated hits; in the data active means inhibition above about 50%; further: many of its hits are not listed in these tables
# Lipid droplet – inhibitors of hepatocyte lipid droplet formation, primary screen, imaging, high-throughput imaging, BODIPY stain; AML12 mouse hepatocytes, oleate lipid droplets; inhibition, % at 6.5 µM; 0.4% of 240,000 active;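 active means lipid droplet intensity inhibited by at least 50%, with more than 500 cells counted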
#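 Test system: AML12 hepatocytes (mouse); reagent: oleate loading, 100 µM; dosing: one dose, 6.5 µM compound; incubation: overnight exposure; signal: fluorescence imaging, 20x objective, two fields per well; read-out basis: % inhibition of corrected integrated BODIPY droplet signal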
# Lipid droplet cells 6.5 µM – further read-out of Lipid droplet, marked with its call; cell count; measured here: cell count, cytotoxicity flag;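 cells counted across two imaged fields per well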
# * = called active by the depositor.
SMILES,NOD2 inhibition,Lipid droplet,Lipid droplet cells 6.5 µM
O=C(COc1ccc2c3c(c(=O)oc2c1)CCC3)NCCN1CCOCC1,-9%,-1,717
O=C(NCCCSc1ccccc1)c1cccnc1,8%,-11,637
O=C(NCCN1CCN(c2ccccc2)CC1)Nc1cccc(Cl)c1,15%,-1,799
CC(C)n1c(N2CCN(S(=O)(=O)c3cccc([N+](=O)[O-])c3)CC2)nc2ccccc21,-11%,34,815
Cc1ccc(NC(=O)CSc2nnc3c(n2)[nH]c2ccccc23)cc1,1%,-1,832
COc1ccc(NC(=O)N2CCCc3ccccc32)c(OC)c1,15%,-15,848
O=[N+]([O-])c1ccc2c(c1)ncn2CCc1ccccc1,-10%,-3,828
Cc1cc2c(Nc3ccc(O)cc3)ncnc2s1,-30%,42,777
Cc1cc(Cl)ccc1NC(=S)NCC(O)c1ccccc1 (configuration not stated),0%,-4,821
O=C(N/N=C\C=C\c1ccc(Br)cc1)c1ccc2c(c1)OCO2,-28%,-16,815
COC(=O)N1C(=O)[C@](c2ccccc2)(C2CCCCC2)N1C(=O)OC,30%,1,780
O=S(=O)(c1ccccc1)N1CCN(C(=S)Nc2ccc(Br)cc2)CC1,18%,-2,708
COc1ccc(CN2C(=O)c3cccnc3C2=O)cc1S(=O)(=O)NCc1ccco1,13%,-1,681
COC(=O)c1ccccc1NC(=O)CN(c1ccc(C)cc1)S(C)(=O)=O,18%,4,846
O=C(NCCc1ccccn1)c1ccc(OC2CCN(CCc3ccccc3)CC2)cc1,-63%,2,648
N#Cc1ccccc1-c1ccccc1C(=O)N1CCCCC1,10%,-2,831
CC(=O)Nc1ccc(S(=O)(=O)NC(C)c2nc(-c3ccccc3)no2)cc1 (configuration not stated),-17%,-14,719
O=S(=O)(c1ccccc1)N1CCN(c2ccccc2)CC1,-14%,-3,813
CCOc1ccccc1/C=C(/NC(=O)c1ccccc1)C(=O)N1CCCCC1,-4%,-17,823
COc1ccc(CCNc2nc3ccc(C)cc3n3cnnc23)cc1OC,12%,19,721
COc1cc(OC)cc(C(=O)Nc2ccc3c(c2)OCCO3)c1,-28%,-13,780
O=C1CCN(Cc2ccc(Br)cc2)CCN1[C@H](CO)Cc1ccccc1,5%,-33,731
CCc1ccc(/C=N/n2c(COc3ccccc3)n[nH]c2=S)cc1,-6%,-8,791
Cc1cc(=O)oc2cc(OCC(=O)N3CCN(C(=O)C4COc5ccccc5O4)CC3)c(Cl)cc12 (configuration not stated),15%,-9,569
CC(C)CC(=O)N1CCN(Cc2ccccc2Cl)CC1,-5%,-27,716
SMILES,NOD2 inhibition,Lipid droplet,Lipid droplet cells 6.5 µM
O=C(NCCc1ccccc1)C(=O)NCC1OCCCN1S(=O)(=O)c1cccs1 (configuration not stated),3%,6,863
O=C(c1ccc(F)cc1F)N1CCC(N2CCC(C(=O)N3CCOCC3)CC2)CC1,-6%,11,679
COc1ccc(C)cc1NC(=O)CSc1nnnn1C1CCCC1,18%,-12,809
COCc1ccc(C(=O)NC2CCSc3ccccc32)cc1 (configuration not stated),0%,-20,762
COc1ccc(-n2nc(C(=O)NCC(=O)N3CCOCC3)c3ccccc3c2=O)cc1Cl,7%,-3,788
Cc1ccc(/C=N/NC(=O)c2cc(-c3ccc(C)o3)[nH]n2)cc1,-20%,-12,827
COc1ccc(NC(=O)C2CCN(S(C)(=O)=O)CC2)c(OC)c1,3%,3,827
CCOc1ccc(S(=O)(=O)N(CC)CC(=O)N2CCCC2)cc1,-7%,2,799
Cc1cc2[nH]c(=O)c(=O)[nH]c2cc1S(=O)(=O)Nc1cccc(Cl)c1C,23%,-5,719
CCC(C(=O)NC1CC(C)(C)NC(C)(C)C1)c1ccccc1 (configuration not stated),-3%,-2,816
CN(C)C(=O)c1ccccc1NC(=O)Cc1cccc2ccccc12,9%,-12,828
CC(=O)c1cccc(NC(=O)CCNC(=O)c2cccc(C)c2)c1,14%,10,788
COc1ccc(/C=N/NC(=O)c2ccc3c(c2)OCCO3)c(OC)c1,0%,-5,808
CC1CN(CCOCCSc2ccc(Cl)cc2)CC(C)O1 (configuration not stated),-39%,-8,794
C=CCC1NS(=O)(=O)OCC1NC(=O)OCC(Cl)(Cl)Cl (configuration not stated),-15%,-3,807
Cc1ccc(CS(=O)Cc2ccc(C(=O)NC3CCCCCC3)o2)cc1 (configuration not stated),12%,-23,704
CC(=O)Nc1ccc(NS(=O)(=O)c2ccc(-c3cnc(C4CC4)o3)cc2)cc1,31%,5,700
CC(C)[C@H](NC(=O)N1CC(=O)Nc2ccccc21)C(=O)N[C@H](Cc1c[nH]c2ccccc12)C(=O)O,5%,-8,743
Cc1cccc(N2CCN(CC(=O)NCc3ccccc3)CC2)c1C,7%,-5,817
COc1ccccc1C(=O)NCCN1CCN(c2ccccc2)CC1,5%,3,807
COc1ccc(N2CCN(C(=O)Cn3ncc4c([nH]c5ccccc54)c3=O)CC2)cc1,16%,-9,737
Cc1ccc(S(=O)(=O)c2ccc(Cl)cc2)cc1S(N)(=O)=O,21%,0,810
CCOc1ccccc1NC(=O)COc1ccc2c(c1)OCO2,-4%,-19,816
O=C(O)c1cc2cc(Oc3ccccc3)ccc2[nH]1,19%,8,785
CCCN(CC(=O)Nc1ccc(NC(C)=O)cc1)CC(=O)Nc1ccc(F)c(F)c1F,13%,-3,796
SMILES,NOD2 inhibition,Lipid droplet,Lipid droplet cells 6.5 µM
CCC1CCCCN1S(=O)(=O)c1ccc2[nH]c(=O)ccc2c1 (configuration not stated),13%,-4,815
COc1ccc(/C=N/N2C(C)CCCC2C)cc1OC (configuration not stated),7%,-3,807
FC(F)(F)C1CCCN(c2nsc3ccccc23)C1 (configuration not stated),8%,-1,865
CCOc1ccc(Nc2ccc(C(=O)O)cc2[N+](=O)[O-])cc1,-9%,-4,420
CCOC(=O)C(C)N1C(=O)S/C(=C\c2ccc(-c3ccccc3C(=O)O)o2)C1=O (configuration not stated),-2%,-2,802
CN(CCOc1ccccc1)C(=O)CCc1c[nH]c2ccccc12,4%,-7,832
Cc1cc(C)nc(SCc2c(F)cccc2Cl)n1,16%,-1,777
Cc1ccc2sc(NC(=O)c3cccc(N4C(=O)CCC4=O)c3)nc2c1C,2%,-14,748
Cc1ccc(S(=O)(=O)NCC(=O)NCC2CCCCC2)cc1C,10%,-1,723
CC(=O)Nc1ccc(NC(=S)NC(=O)C2CCCC2)cc1,-22%,5,579
COCCCn1c(SCC(=O)NC2CCCCC2)nc2ccccc2c1=O,7%,-2,799
O=C(CCNC(=O)c1ccccc1Cl)NCCc1ccc(Cl)cc1,4%,-2,631
CCOC(=O)C1CCCN(S(=O)(=O)c2ccc3c(c2)CC(C)N3C(=O)C2CC2)C1 (configuration not stated),5%,-7,725
CCOC(=O)C1CCN(C/C=C/c2ccccc2)CC1,5%,2,809
CCc1ccc(CNC(=O)C2CCCN(S(=O)(=O)N3CC(C)CC(C)C3)C2)cc1 (configuration not stated),-26%,-26,746
CCOC(=O)c1ccc(Nc2nc(N3CCOCC3)nc(N3CCOCC3)n2)cc1,-7%,2,701
CCOc1ccc(N(C(=O)c2snc(C(N)=O)c2N)C(C(=O)NC2CCCC2)C(C)C)cc1 (configuration not stated),2%,7,851
CNC(=O)CN(Cc1ccccc1)S(=O)(=O)c1ccc(Cl)cc1,14%,-1,871
C[C@H](NCc1c[nH]c2ccccc12)c1ccccc1,6%,3,801
C=CCn1c(SCc2ccccc2F)nc2cc(C(=O)O)ccc2c1=O,4%,-6,771
COC(=O)C1=C(C)N(Cc2ccccc2)C(=NCc2ccccc2)N[C@H]1c1cccc(F)c1,-10%,-3,735
Cc1nc(COc2cc3oc(=O)cc(C)c3cc2Cl)cs1,-11%,-5,799
Cc1ccc(C(=O)N/C(=C\c2cccnc2)C(=O)N2CCCC2)cc1,-6%,11,784
CCOc1ccc(N(CC(=O)NCc2ccccc2)C(=O)Cn2nnc(-c3ccc(C)o3)n2)cc1,0%,6,777
O=C(c1ccc(N2CCN(C(=O)c3ccccc3Br)CC2)cc1)c1cccc(F)c1,37%,-43,664
SMILES,NOD2 inhibition,Lipid droplet,Lipid droplet cells 6.5 µM
CC(CNC(=O)c1cc(COc2ccc3ncccc3c2)on1)c1ccccc1 (configuration not stated),46%,-4,803
COc1ccc2[nH]cc(/C=C/c3cc[n+](C)cc3)c2c1,10%,-11,752
CCOC(=O)N1C(=O)[C@@](c2ccc(Cl)cc2)(C(C)C)N1C(=O)OCC,16%,5,733
COc1ccc(NC2CCCN(C(=O)CCCN3CCCCC3=O)C2)cc1 (configuration not stated),5%,3,699
CCN1C(=O)[C@H]2[C@@H](c3ccc(C)cc3)N3C(=O)N(c4ccccc4)C(=O)[C@@]3(Cc3ccccc3)[C@H]2C1=O,10%,0,803
Cc1ccc(C(=O)NCCNC(=O)c2ccco2)cn1,1%,37,798
CC(Oc1ccc(Br)cc1)C(=O)O/N=C(\N)c1ccncc1 (configuration not stated),18%,-3,618
COC(=O)CN1C(=O)[C@H]2[C@@H](C3CC3)N3C(=O)CN(Cc4ccc(-c5ccccc5)cc4)C(=O)[C@@]3(Cc3ccccc3)[C@H]2C1=O,3%,-5,698
Cc1ccc(S(=O)(=O)c2nc(S(=O)(=O)c3ccccc3)sc2N2CCN(C)CC2)cc1,14%,-5,733
O=S1(=O)CCO[C@H]2Cc3ccccc3[C@H]2N1Cc1cccc(F)c1,13%,-1,745
COCc1nnc(NC(=O)c2ccc(S(=O)(=O)N(C)Cc3ccccc3)cc2)o1,23%,-1,683
CN(Cc1nc(-c2ccc(Cl)cc2)no1)C(=O)c1ccco1,12%,1,802
Cc1cc(C(=O)Nc2ccc(F)cc2)c2ccccc2n1,7%,-19,765
Cc1cccc(N(C)c2ncnc3onc(-c4ccc(F)cc4)c23)c1C,4%,-40,760
COc1ccc(-n2c(SCC(=O)NCC3CCCO3)nc3c([nH]c4ccccc43)c2=O)cc1 (configuration not stated),11%,-6,769
Cc1ccc(S(=O)(=O)NCC(=O)N(CC(=O)NCC2CCCO2)Cc2ccc(Cl)cc2)cc1 (configuration not stated),20%,-1,728
Cn1c(SCC(=O)N2CCCCC2)nc2c(c1=O)SCC2,28%,1,696
COC(=O)[C@H](CC(C)C)NS(=O)(=O)c1ccccc1,-1%,-11,824
O=C(NCc1ccc(Cl)cc1)C(=O)NCC1OCCN1S(=O)(=O)c1cc(F)ccc1F (configuration not stated),2%,-8,659
COc1cc(CN2CCc3ccc(NC(=O)CCc4ccccc4OC)cc3C2)ccc1O,15%,-7,829
Cc1ccc(C)c(NC(=O)C2CC(O)CN2C(=O)Oc2ccccc2)c1 (configuration not stated),9%,1,844
O=C(Nc1nccs1)C1CC(=O)N(CCc2ccc(F)cc2)C1 (configuration not stated),-1%,-1,724
COc1ccc(NC2=C(NC(C)=O)C(=O)c3ccccc3C2=O)cc1,24%,-17,765
COc1cccc(C(C(=O)NC(C)(C)C)N(C(=O)CCC(=O)Nc2cc(C)on2)c2ccc3c(c2)OCCO3)c1OC (configuration not stated),0%,8,755
CCn1cc(C(=O)NN)c(=O)c2cc(F)c(N3CCCCC3)cc21,18%,0,802
Cc1ccc(Cl)c(N/C=C/C(=O)c2ccccc2)c1,-163%,-9,779
Brc1ccc(OCCCOc2cccc3cccnc23)cc1,2%,4,769

# Already shown: an excerpt of the list.
SMILES,NOD2 inhibition,Lipid droplet,Lipid droplet cells 6.5 µM
CC(CNC(=O)c1cc(COc2ccc3ncccc3c2)on1)c1ccccc1 (configuration not stated),46%,-4,803
COc1ccc2[nH]cc(/C=C/c3cc[n+](C)cc3)c2c1,10%,-11,752
CCOC(=O)N1C(=O)[C@@](c2ccc(Cl)cc2)(C(C)C)N1C(=O)OCC,16%,5,733
COc1ccc(NC2CCCN(C(=O)CCCN3CCCCC3=O)C2)cc1 (configuration not stated),5%,3,699
CCN1C(=O)[C@H]2[C@@H](c3ccc(C)cc3)N3C(=O)N(c4ccccc4)C(=O)[C@@]3(Cc3ccccc3)[C@H]2C1=O,10%,0,803
Cc1ccc(C(=O)NCCNC(=O)c2ccco2)cn1,1%,37,798
CC(Oc1ccc(Br)cc1)C(=O)O/N=C(\N)c1ccncc1 (configuration not stated),18%,-3,618
COC(=O)CN1C(=O)[C@H]2[C@@H](C3CC3)N3C(=O)CN(Cc4ccc(-c5ccccc5)cc4)C(=O)[C@@]3(Cc3ccccc3)[C@H]2C1=O,3%,-5,698
Cc1ccc(S(=O)(=O)c2nc(S(=O)(=O)c3ccccc3)sc2N2CCN(C)CC2)cc1,14%,-5,733
O=S1(=O)CCO[C@H]2Cc3ccccc3[C@H]2N1Cc1cccc(F)c1,13%,-1,745
COCc1nnc(NC(=O)c2ccc(S(=O)(=O)N(C)Cc3ccccc3)cc2)o1,23%,-1,683
CN(Cc1nc(-c2ccc(Cl)cc2)no1)C(=O)c1ccco1,12%,1,802
Cc1cc(C(=O)Nc2ccc(F)cc2)c2ccccc2n1,7%,-19,765
Cc1cccc(N(C)c2ncnc3onc(-c4ccc(F)cc4)c23)c1C,4%,-40,760
COc1ccc(-n2c(SCC(=O)NCC3CCCO3)nc3c([nH]c4ccccc43)c2=O)cc1 (configuration not stated),11%,-6,769
Cc1ccc(S(=O)(=O)NCC(=O)N(CC(=O)NCC2CCCO2)Cc2ccc(Cl)cc2)cc1 (configuration not stated),20%,-1,728
Cn1c(SCC(=O)N2CCCCC2)nc2c(c1=O)SCC2,28%,1,696
COC(=O)[C@H](CC(C)C)NS(=O)(=O)c1ccccc1,-1%,-11,824
O=C(NCc1ccc(Cl)cc1)C(=O)NCC1OCCN1S(=O)(=O)c1cc(F)ccc1F (configuration not stated),2%,-8,659
COc1cc(CN2CCc3ccc(NC(=O)CCc4ccccc4OC)cc3C2)ccc1O,15%,-7,829
Cc1ccc(C)c(NC(=O)C2CC(O)CN2C(=O)Oc2ccccc2)c1 (configuration not stated),9%,1,844
O=C(Nc1nccs1)C1CC(=O)N(CCc2ccc(F)cc2)C1 (configuration not stated),-1%,-1,724
COc1ccc(NC2=C(NC(C)=O)C(=O)c3ccccc3C2=O)cc1,24%,-17,765

# Bioassay records as filed in PubChem.

# A portion of the library; the hit share may differ from the screen's.
